# Screening data: PubChem BioAssay, several laboratories
# XIAP antagonists: XIAP antagonists, biochemical, IAP family, fluorescence polarization (AID 1018). 200,000 tested, 0.007% active. XIAP BIR domain, fluorescence polarization peptide displacement; higher % means a stronger effect. displacement, % at 20 µM; hits with a dose series show IC50 in µM; in the data active = displacement above about 50%; also: a part of the inactive calls stands beside numbers as strong as those of hits
# Dengue-2 NS5 capping: flavivirus cap methylation enzyme inhibition – biochemical, confirmation dose response, primary screen (AID 588689); Dengue-2 NS5 methyltransferase capping enzyme assay, biochemical; higher % means a stronger effect; inhibition, % at 25 µM; hits with a dose series show IC50 in µM; 340,000 tested, 0.3% active; in the data active = a potency from the dose series; inconclusive = inhibition above about 29% without an active follow-up result
# Hep lipid drop: hepatic lipid droplet formation modulation; AML12 mouse hepatocytes, oleate lipid droplets, BODIPY imaging; inhibition, % at 6.5 µM; 240,000 tested, 0.4% active; AID 1656;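 active = lipid droplet intensity inhibited by at least 50%, with more than 500 cells counted; inconclusive = wells with under 300 cells, treated as cytotoxic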
#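 Assay system: AML12 hepatocytes (mouse); Probe or stimulus: oleic acid at 100 µM to induce lipid droplet formation; Dosing: compound at 6.5 µM only; Schedule: compound with oleate, overnight; Detection: fluorescence imaging, 20x objective, two fields per well; Measure: % inhibition of lipid droplet signal.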
# AID2073: inhibitors of Mint1-CaV2.2 protein interaction, biochemical, HTRF (AID 2073) | HTRF protein-protein interaction, Mint1-CaV2.2; higher % means a stronger effect | one-dose inhibition, % at 20 µM; IC50 in µM for titrated hits | 290,000 tested, 0.19% active; in the data active = inhibition mostly above about 51%, no sharp cut-off; inconclusive = no clear call, values can overlap the other calls; inactive = mostly below about 53%; also: some results filed as inactive read as strong as hits
# Myeloid diff MLP: myeloid differentiation induction; ER-HoxA9 myeloid progenitors, lysozyme-GFP differentiation, flow cytometry; 360,000 tested, 1% active; calls only at 10 µM;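 active = normalized GFP-positive differentiation at or above the plate's own cutoff, the solvent-only control mean plus 3 SD; inconclusive = no clear call, values can overlap the other calls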;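 also: cells exposed to compound for four days before flow analysis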
# HEK293 NOD2/NF-kB: NOD2 signaling inhibitors, cell-based, luminescence, uHTS, HEK293 (AID 1566). inhibition, % at 4 µM, or EC50 in µM where a hit was titrated. 290,000 tested, 0.63% active. HEK293 NOD2/NF-kB luciferase reporter, luminescence; higher % means a stronger effect; also: many of its hits are not listed in these tables
# HIV fusion peptide: cell-free HIV fusion peptide-binding blockers – biochemical, uHTS, fluorescence dequenching, primary screen (AID 1986); cell-free peptide binding, fluorescence dequenching, 30 min; higher % means a stronger effect; inhibition, % at 20 µM; hits with a dose series show IC50 in µM; 290,000 tested, 0.3% active; in the data active = inhibition mostly above about 52%, no sharp cut-off; inactive = mostly below about 76%; also: some results filed as inactive read as strong as hits
# LYP phosphatase: inhibitors of LYP phosphatase, biochemical, fluorescence intensity, uHTS (AID 1779) | inhibition, % at 11.5 µM; hits with a dose series show IC50 in µM | 290,000 tested, 0.054% active | recombinant LYP phosphatase, fluorescence intensity; higher % means a stronger effect;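 also: plate controls were vehicle with enzyme for no effect and no enzyme for full effect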
# Siah-1 displacement: blockers of Siah-1 interaction with plectin peptide – biochemical, fluorescence polarization, rhodamine-plectin, uHTS, primary screen (AID 1817); Siah-1 / rhodamine-plectin peptide fluorescence polarization; higher % means a stronger effect; 290,000 tested, 0.02% active; one-dose displacement, % at 20 µM; IC50 in µM for titrated hits;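 active = displacement of at least 50% at 20 µM, with a fluorescence ratio check between 0.3 and a set limit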;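 also: plate controls were Siah plus tracer with DMSO for no effect and tracer alone without Siah for full effect; strong numbers were not always called active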
# Hep lipid drop cells 6.5 µM: further read-out of Hep lipid drop, marked with its call; cell count; measured here: cell count, cytotoxicity flag;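 cells counted across two imaged fields per well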
# Dengue-2 NS5 capping pilot replicate: also measured in Dengue-2 NS5 capping; calls as there; inhibition, %; measured here: pilot screen replicate inhibition
# Myeloid diff MLP GFP+ MAC1+ %: second read-out of Myeloid diff MLP, no call of its own (marks repeat the call); GFP+ MAC1+ double positive, %; measured here: differentiation confirmed by MAC1 staining
# An asterisk follows results filed as active; i = inactive; ? = inconclusive; . = no result given; + = active, no number. Rule as the data show it, unless noted: active = inhibition above about 50%; inactive = the rest. The list is partial; the hit share may differ from the screen's.
# The opening 5 records (preview)
SMILES,XIAP antagonists,Dengue-2 NS5 capping,Hep lipid drop,Hep lipid drop cells 6.5 µM,AID2073,Myeloid diff MLP,Myeloid diff MLP GFP+ MAC1+ %,HEK293 NOD2/NF-kB,HIV fusion peptide,LYP phosphatase,Siah-1 displacement,others
CCCCc1cc(=O)oc2cc(C)cc(OC(C)C(=O)NCc3cccnc3)c12 (configuration not stated),.,-4%,-6,684,20%,i,1.8,10%,-1.5%,-7%,-8%,
Cc1ccc(CCC(=O)Nc2ccc([N+](=O)[O-])cc2Cl)o1,.,-3%,-5,802,-3%,i,0.3,-10%,-1.0%,-1%,7%,
N#CC1=C2SCN(Cc3ccccc3)CN2C(=O)CC1c1cccs1 (configuration not stated),0.5%,9%,.,.,82%,i,3.1,4%,0.4%,3%,3%,
CC(C)C(=O)Nc1ccc(NC(=O)CCc2ccccc2)cn1,-6.4%,-2%,4,663,11%,i,0.2,3%,-1.6%,-7%,7%,
O=C1CN2C(=N1)N(Cc1ccccc1)c1ccccc12,-8.1%,-1%,-3,751,-5%,i,0.1,-7%,-0.6%,-5%,3%,

# All compounds of this part, previewed entries included:
SMILES,XIAP antagonists,Dengue-2 NS5 capping,Hep lipid drop,Hep lipid drop cells 6.5 µM,AID2073,Myeloid diff MLP,Myeloid diff MLP GFP+ MAC1+ %,HEK293 NOD2/NF-kB,HIV fusion peptide,LYP phosphatase,Siah-1 displacement,others
CCCCc1cc(=O)oc2cc(C)cc(OC(C)C(=O)NCc3cccnc3)c12 (configuration not stated),.,-4%,-6,684,20%,i,1.8,10%,-1.5%,-7%,-8%,
Cc1ccc(CCC(=O)Nc2ccc([N+](=O)[O-])cc2Cl)o1,.,-3%,-5,802,-3%,i,0.3,-10%,-1.0%,-1%,7%,
N#CC1=C2SCN(Cc3ccccc3)CN2C(=O)CC1c1cccs1 (configuration not stated),0.5%,9%,.,.,82%,i,3.1,4%,0.4%,3%,3%,
CC(C)C(=O)Nc1ccc(NC(=O)CCc2ccccc2)cn1,-6.4%,-2%,4,663,11%,i,0.2,3%,-1.6%,-7%,7%,
O=C1CN2C(=N1)N(Cc1ccccc1)c1ccccc12,-8.1%,-1%,-3,751,-5%,i,0.1,-7%,-0.6%,-5%,3%,
Cc1ccc(O)c(C(=O)c2cnc3c(c2)c(=O)n(C)c(=O)n3C)c1,-5.4%,.,0,641,2%,i,0.4,14%,-2.0%,6%,-2%,
COc1ccc(C(=O)C2CCCN(C(=O)c3cc(C4CC4)[nH]n3)C2)c(C)c1 (configuration not stated),.,-6%,-3,745,-2%,i,1.3,6%,-1.7%,-9%,2%,
O=C(Nc1nccs1)NC1CCCCC1,-0.9%,-8%,.,.,-6%,i,0.9,-2%,2.0%,-11%,7%,Dengue-2 NS5 capping pilot replicate=0.9
C=CCn1c(SCC(=O)N2CCCCCC2)nc2ccccc2c1=O,.,-4%,-23,783,8%,.,.,4%,-2.2%,-7%,1%,
Cc1ccc(-c2nc(CS(=O)CC(=O)NCCN3CCCCC3C)c(C)o2)cc1 (configuration not stated),.,1%,8,722,6%,i,0.0,4%,0.2%,-7%,0%,
COc1ccccc1C1=NNC(=Nc2cccc(S(=O)(=O)N(C)C)c2)SC1,-5.7%,0%,2,690,40%,i,0.2,23%,0.9%,0%,4%,
Cc1ccc(S(=O)(=O)NCC(=O)N(CC(=O)NC(C)(C)C)Cc2ccc3c(c2)OCO3)cc1,.,-6%,-8,770,9%,i,1.0,13%,4.4%,-1%,2%,
Cc1ccc2cc3cc(C(=O)N4CCCCCC4)oc3nc2c1,-6.3%,-4%,7,712,0%,i,0.9,-150%,-1.1%,-4%,-4%,
CC(=O)NC(Nc1c(C)n(C)n(-c2ccccc2)c1=O)C(Cl)(Cl)Cl (configuration not stated),-1.3%,-17%,10,693,2%,i,0.7,-8%,2.5%,-5%,7%,
O=C(Cc1csc(Nc2nc(=S)[nH]c3ccccc23)n1)NCc1ccc(Cl)cc1,-9.7%,9%,.,.,20%,i,17,21%,3.5%,2%,2%,
COCCCNC(=O)CN(Cc1ccccc1)S(=O)(=O)c1ccccc1,.,-3%,-7,789,-7%,i,0.3,7%,-1.1%,-8%,7%,Dengue-2 NS5 capping pilot replicate=1.5
O=C(c1ccc[nH]c1=S)N1CCN(S(=O)(=O)c2ccc(Br)cc2Cl)CC1,.,-7%,24,759,-8%,i,0.8,3%,0.5%,-5%,5%,
COc1ccc2sc(/C=C/c3ccccc3O)[n+](C)c2c1,-6.1%,.,-3,685,12%,i,0.4,-1%,69%*,-5%,-8%,
O=C(Nc1c2n(c(=S)n(-c3ccccc3)c1=O)CCCCC2)c1ccccc1,-8.8%,0%,-18,681,10%,i,0.5,-19%,-0.6%,-2%,-2%,
CN(Cc1ccco1)C(=O)C(Cc1ccccc1)NS(=O)(=O)c1ccc2c(c1)CCC(=O)N2 (configuration not stated),-5.5%,-9%,.,.,12%,i,3.6,-10%,18%,-9%,-1%,
Cc1ccc(C(C[N+](=O)[O-])c2c(C)[nH]n(-c3ccccc3)c2=O)cc1 (configuration not stated),-0.2%,12%,-21,602,6%,i,0.9,-1%,0.0%,1%,-3%,
Cc1nn(C)c(C)c1S(=O)(=O)N(CC(=O)N1CCc2ccccc2C1)c1ccc(C(C)C)cc1,-1.0%,-4%,.,.,0%,i,4.2,15%,1.7%,-3%,-2%,
CCOC(=O)c1ccc(NC(=O)N2CCN(c3ccccn3)CC2)cc1,-4.4%,-5%,-7,779,-7%,i,1.3,0%,2.5%,7%,4%,
CCNC(=O)NC(=O)C(C)Sc1nc2ccccc2n1CC(C)C (configuration not stated),-6.5%,-3%,.,.,2%,i,0.6,9%,3.3%,-3%,-1%,
COc1ccc(C2CC(c3ccc4ccccc4c3)=NN2C(=O)CN2C(=O)CCC2=O)cc1 (configuration not stated),-22%,0%,-9,666,35%,i,0.7,2%,-0.7%,4%,-1%,
CC(C)NC(=O)NC(=O)CSc1nnc(-c2c[nH]c3ccccc23)o1,.,-1%,2,682,7%,i,0.7,13%,-2.0%,-7%,-12%,
CC(=O)Nc1ccc(C(=O)Nc2nc(-c3cccnc3)cs2)cc1,-15%,-2%,-17,711,-31%,i,0.4,0%,-0.4%,-8%,3%,
CNc1ccc(Br)cc(C(=O)/C=C/c2cccc(Cl)c2Cl)c1=O,-2.6%,37%,-3,586,42%,i,0.8,14%,62%,-1%,24%,
N#Cc1ccccc1COc1ccc(/C=C/C(=O)O)cc1,-5.0%,-8%,-1,742,2%,i,0.0,64%*,0.7%,-4%,-1%,
COc1ccc(OC)c(/C=N/Nc2cc(C)nc(N3CCOCC3)n2)c1,.,.,6,792,0%,i,0.2,25%,1.1%,-6%,-4%,
CCC(C)NCC(=O)Nc1ccc(S(N)(=O)=O)cc1 (configuration not stated),-2.8%,.,17,669,-3%,i,0.2,5%,-0.7%,-10%,2%,
COc1cccc(CCNC(=O)CCc2nnc(-c3ccc4c(c3)OCO4)o2)c1,.,-11%,-1,726,4%,i,0.8,0%,-1.0%,-7%,16%,
COc1cccc(-c2nc(CS(=O)(=O)CC(=O)NCc3ccc4c(c3)OCO4)c(C)o2)c1,.,-4%,3,762,5%,i,2.4,-14%,-2.4%,-8%,-3%,
O=C(CSc1nnc(-c2ccco2)o1)c1ccc(O)cc1O,-15%,-15%,6,702,19%,i,0.5,19%,3.9%,-6%,-8%,
CC1CC(C)CN(S(=O)(=O)c2ccc(C(=O)N3CCCC3)cc2)C1 (configuration not stated),.,-3%,10,826,9%,+,9.1*,25%,-0.6%,-8%,-3%,
Cc1ccc(-c2nc(-c3ccncc3)no2)c(C)c1,.,-8%,13,862,4%,i,0.5,-37%,0.4%,3%,2%,
COc1ccc(OCCOC(=O)c2cccc(-n3cnnn3)c2)cc1,-2.4%,0%,-7,628,4%,i,1.2,1%,1.3%,3%,-5%,
CC(C)(C)C(=O)/C=C(\N)c1ccncc1,0.0%,.,.,.,0%,i,0.6,4%,1.2%,-2%,-3%,
COC(=O)C1=C(O)/C(=C\c2ccc(CNS(=O)(=O)c3ccccc3)o2)N=C1C,-11%,-2%,-6,622,21%,i,0.8,12%,25%,-4%,15%,
Cc1cc2oc(=O)sc2cc1NS(=O)(=O)c1ccccc1,.,-5%,8,766,-24%,i,0.8,16%,-1.6%,-6%,4%,
NC(=O)C1(N2CCCCC2)CCN(C(=S)NC2CCCC2)CC1,-7.0%,2%,3,655,-9%,i,0.5,13%,1.1%,-8%,-2%,
Cc1ccc(-n2[nH]c(C)c(CCC#N)c2=O)cc1,-2.5%,-4%,-1,749,-6%,i,0.1,1%,-2.0%,-6%,14%,
CCOC(=O)c1ccc(NC(=O)Nc2ccon2)cc1,.,-3%,-30,500,18%,?,.,-78%,-1.1%,-5%,14%,
CCOc1ccc(/C=N/NC(=O)c2csc(C)c2C)c(OCC)c1,-1.9%,-12%,20,745,-2%,i,1.8,1%,0.8%,10%,-1%,
Cc1c(C)n(CCC#N)c2ccccc12,0.9%,1%,2,599,-6%,i,0.9,7%,0.4%,-7%,4%,
COc1ccc(C(=O)Nc2ccc(O)cc2C(=O)O)cc1,-2.1%,-8%,29,662,12%,i,0.2,-4%,1.3%,9%,1%,
O=S(=O)(/N=C/c1c(O)ccc2ccccc12)c1ccccc1,.,5%,-2,851,-18%,i,0.4,-22%,-1.8%,-4%,-7%,
CC1Cc2ccccc2N1C(=O)C1CCCN(S(=O)(=O)c2cccc3cccnc23)C1 (configuration not stated),-8.9%,-8%,.,.,-5%,i,4.9,11%,1.3%,4%,0%,
CC(=O)Nc1ccc(S(=O)(=O)N2CCC(NC(=O)C(Cc3cccn3C)NC(C)=O)CC2)cc1 (configuration not stated),-4.0%,-3%,.,.,-5%,i,0.0,9%,-0.4%,-10%,6%,
CN(C)CCC(O)c1ccccc1 (configuration not stated),.,1%,-18,715,8%,i,0.2,10%,1.0%,-6%,8%,
O=C(O)CNCC1COc2ccccc2O1 (configuration not stated),3.1%,-1%,.,.,-4%,i,1.0,10%,3.4%,-8%,10%,
NC(=S)N=Nc1c(O)n(CCCl)c2ccc(Br)cc12,.,6%,-3,739,-10%,i,0.3,6%,0.1%,-4%,-1%,
COc1cc(CN2CCNC(=O)C2CC(=O)N(C)CCC2CCOCC2)cc(OC)c1 (configuration not stated),.,2%,9,637,6%,i,6.3,6%,0.2%,-5%,-3%,
Cc1cc(C(=O)OCC(=O)NCc2ccc3c(c2)OCO3)c2ccccc2n1,-5.0%,-7%,4,659,2%,i,0.3,8%,-2.4%,-2%,1%,
Cc1ccc(C(=O)NCC(=O)OCC(=O)/C=C2\N(C)c3ccccc3C2(C)C)cc1C,4.6%,-10%,-11,662,15%,i,0.7,9%,-0.6%,1%,6%,
